Compound activity as filed in PubChem BioAssay.
DSG3 Ab inh: human desmoglein-3 autoantibody binding inhibition; P32926; DSG3-coupled beads, scFv-anti-DSG3-GFP binding, flow cytometry; active compounds read low; binding (percent of control), % at 10 µM; 0.48% of 310,000 active; AID 588358;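 active means binding more than 3 SD below its plate's average and above zero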;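 further: hits lower antibody fragment binding to DSG3; some compounds called inactive have numbers as strong as hits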
OPRM1-OPRD1 ag: OPRM1-OPRD1 heterodimerization agonism; cells, luminescence; 0.3% of 340,000 active; activation, % at 9.3 µM; P35372+P41143; in the data active means activation above about 18%;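 further: 0% = vehicle-treated cells and 100% = reference agonist; values of inactives mirror those of a sister screen read the other way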
MOR-DOR inv ag: inverse agonist of human OPRM1-OPRD1 heterodimerization; cell-based MOR-DOR heterodimer luminescence, inverse agonism; inhibition, % at 9.3 µM; P35372+P41143; AID 504357; 0.21% of 340,000 active; in the data active means inhibition above about 22%, passing the limit was not always enough;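 further: 0% = cells with DMSO and 100% = wells without cells with DMSO; values of inactives mirror those of a sister screen read the other way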
Cardiac RTF inh: cardiac RTF calcium desensitization; IANBD-labeled cardiac RTF, Ca2+ fluorescence; AID 493244; P19429+P45379; 0.12% of 340,000 active; inhibition, % at 7.15 µM;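 active means inhibition above the mean inhibition of all tested compounds plus 3 SD, cut at about 17% in these data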;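 further: assay run at fixed EC70 calcium of 1.6 mM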
LANA DNA inh: KSHV C-LANA DNA binding inhibition. inhibition, % at 9 µM. MBP-C-LANA/FAM-LBS DNA binding, fluorescence polarization. 0.078% of 340,000 active. AID 504423;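 active means highest replicate inhibition at or above 60% at 9 µM, even if other replicates fall short; inactive means all replicates below 60% inhibition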;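 further: 0% = neutral control wells and 100% = 4 µM acridine orange control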
Arr AP2 block: blocks beta-arrestin peptide binding to AP2 adaptin | FITC-arrestin peptide / GST-AP2 beads, flow cytometry; AP2 beta2 appendage carries R879A mutation | inhibition, % at 10 µM | 0.31% of 340,000 active;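 active means inhibition above a set limit, near 3 SD of compounds lacking own fluorescence, cut at about 54% in these data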;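 further: plate controls were DMSO wells for no effect and 5 µM unlabelled arrestin peptide for full effect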
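Measured by: flow cytometry, FL1 (488/535 nm); Material: AP2 appendage R879A on GSH beads; Evaluation: percent response; Timing: pre-incubation 12 min, peptide binding 1 h, room temperature; Also added: 50 nM FITC-arrestin peptide; Medium: PBS with 0.05% Tween 20 and 0.1% BSA.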
cardiac RTF act: increases calcium sensitivity of human cardiac regulated thin filaments. AID 493008. IANBD-labeled TnC RTF fluorescence at EC20 calcium; 0% EC20 calcium, 100% full calcium. 0.24% of 340,000 active. activation, % at 7.2 µM. P19429+P45379;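 active means activation above the mean over all tested compounds plus 3 SD, cut at about 30% in these data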;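 further: rise in fluorescence read as greater calcium sensitivity of cardiac thin filaments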
Wnt act: activates Wnt/beta-catenin signaling in a reporter cell assay. activator, plate reader. activation, % at 9.35 µM. 1.2% of 300,000 active; in the data active means activation above about 30%, passing the limit was not always enough;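 further: 0% = neutral control wells and 100% = positive control wells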
V-ATPase pH: yeast V-ATPase proton transport regulation by pHLuorin | S. cerevisiae, pHLuorin cytosolic pH fluorescence | response, % at 10 µM | 0.37% of 350,000 active | AID 504577; in the data active means response mostly above about 7.3%, no sharp cut-off; inactive means mostly below about 5.4%; further: actives read high; inactives centre near 0; some compounds called inactive have numbers as strong as hits; reference of the scale not given here
Keap1-Nrf2 PPI: Keap1-Nrf2 (human) interaction inhibition; Q14145; Keap1 Kelch-Nrf2 peptide fluorescence polarization, 1536-well; inhibition, % at 9.4 µM; 0.15% of 340,000 active; AID 504523; in the data active means inhibition above about 12%;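 further: human Keap1 Kelch domain with fluorescein labeled Nrf2 9mer peptide probe; 0% = neutral control wells and 100% = peptide positive control; higher means more block of Keap1 binding to Nrf2 peptide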
Target sequence (Q14145 whole entry, looked up, the tested form may be a part): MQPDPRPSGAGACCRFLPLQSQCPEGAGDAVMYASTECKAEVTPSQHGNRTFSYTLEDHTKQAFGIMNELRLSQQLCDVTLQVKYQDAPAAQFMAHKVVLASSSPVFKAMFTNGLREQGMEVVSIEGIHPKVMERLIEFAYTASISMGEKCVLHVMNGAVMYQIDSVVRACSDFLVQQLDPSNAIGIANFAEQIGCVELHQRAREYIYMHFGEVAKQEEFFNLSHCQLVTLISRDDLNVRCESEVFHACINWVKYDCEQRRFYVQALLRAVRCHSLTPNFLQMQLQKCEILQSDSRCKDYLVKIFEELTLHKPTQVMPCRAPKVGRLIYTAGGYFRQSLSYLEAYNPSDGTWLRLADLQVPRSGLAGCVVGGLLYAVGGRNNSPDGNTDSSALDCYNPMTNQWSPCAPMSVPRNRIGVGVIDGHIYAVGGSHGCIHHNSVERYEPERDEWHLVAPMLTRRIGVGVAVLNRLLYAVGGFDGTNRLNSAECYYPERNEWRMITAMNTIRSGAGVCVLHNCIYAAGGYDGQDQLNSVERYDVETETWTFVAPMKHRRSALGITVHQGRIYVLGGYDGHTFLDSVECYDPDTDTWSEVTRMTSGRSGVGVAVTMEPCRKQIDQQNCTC
* hit, by the source's call; . = not tested or not shown.

SMILES | DSG3 Ab inh | OPRM1-OPRD1 ag | MOR-DOR inv ag | Cardiac RTF inh | LANA DNA inh | Arr AP2 block | cardiac RTF act | Wnt act | V-ATPase pH | Keap1-Nrf2 PPI
C[C@@H]1O[C@@H](OC[C@H]2O[C@@H](Oc3cc(O)c4c(=O)cc(-c5ccc(O)c(O)c5)oc4c3)[C@H](O)[C@@H](O)[C@@H]2O)[C@H](O)[C@H](O)[C@H]1O | 108 | -2.8 | 15 | 9 | 15 | 6 | 6 | . | 4 | -7
Nc1ccc(-c2nc3cc(N)ccc3n2CCO)cc1 | 102 | -2.3 | 12 | -8 | 0.8 | 7 | 2 | 2 | 1 | -3
CN1C(=O)C(O)(CC(=O)c2ccccn2)c2cc(Br)ccc21 (stereo not drawn) | 120 | -13 | 74* | 2 | -1.2 | 7 | 5 | . | -2 | -2
Nc1nnc(C(c2ccccc2)c2ccccc2)s1 | 100 | -0.7 | 4 | -4 | -0.1 | 9 | 3 | -2 | -2 | -4
COc1cc(C2NC(=O)C(C#N)=C(S)N2c2ccccc2)ccc1OC(C)C (stereo not drawn) | 101 | -0.2 | 1 | -2 | 0.5 | 3 | -2 | . | -2 | 0
O=C(c1cccc(C(F)(F)F)c1)C1CCCN(C(=O)/C=C/c2cnc[nH]2)C1 (stereo not drawn) | 108 | 0.0 | 0 | -5 | -1.0 | -7 | -2 | 1 | 6 | -2
CCOC(=O)c1cc(-c2csc(COc3ccccc3Cl)n2)on1 | . | -1.1 | 5 | 3 | 1.7 | 4 | -7 | 0 | 2 | 1
C=CCn1c(C)nnc1SCC(=O)NC1CC1 | 105 | -2.8 | 15 | -1 | 1.8 | -12 | 4 | 8 | -3 | -6
CC(C)(C)OC(=O)N[C@@H](Cc1ccccc1)C(=O)N[C@@H](CO)[C@H](O)[C@@H]1C[C@@H]1C(=O)NC1CCCCC1 | 105 | -0.7 | 4 | -23 | 1.5 | -2 | -3 | -3 | 0 | 1
COc1cc(OC)cc(C(=O)NC(=S)Nc2ccc(N3CCCC3)cc2)c1 | 99 | 1.6 | -8 | -1 | 0.2 | -6 | 12 | -3 | -1 | -4
O=C(Nc1nnc(-c2ccco2)o1)c1cccc2ccccc12 | 97 | -3.0 | 16 | 8 | -0.3 | -3 | 0 | 1 | 0 | -3
CC(C)(C)NC(=O)COC(=O)c1ccc(S(=O)(=O)N2CCCC2)cc1 | 115 | -1.7 | 8 | -5 | 1.6 | 9 | -3 | -1 | 1 | -1
Cc1ccc(OC2CCN(C(=O)C3CCC(=O)N(C4CC4)C3)CC2)cc1 (stereo not drawn) | 99 | -1.6 | 11 | -9 | 0.6 | -5 | -2 | -3 | 4 | -1
O=C(CSc1ncccn1)Nc1ccc2[nH]c(=O)[nH]c2c1 | 82 | -1.0 | 6 | 4 | -1.0 | -9 | -2 | -4 | -2 | -5
Cc1cc(C)cc(N(C(=O)CCC(=O)Nc2cc(C)on2)C(C(=O)NC2CCCC2)c2ccco2)c1 (stereo not drawn) | 97 | -2.8 | 14 | 1 | -0.9 | 23 | -5 | -21 | 1 | 3
Cc1cc(Cl)ccc1OCCCC(=O)N1CCCc2ccccc21 | 96 | 4.6 | -27 | 10 | -1.0 | -4 | -7 | -3 | 4 | 3
COc1cc(NS(=O)(=O)c2ccc(C)c(C)c2)c(OC)cc1Cl | . | 4.4 | -22 | -3 | -0.1 | 1 | -4 | -6 | 2 | -1
N#Cc1ccsc1NC(=O)CCS(=O)(=O)c1ccccc1 | 92 | -2.5 | 14 | 5 | 0.1 | 5 | 2 | 8 | -3 | -4
CN(CCc1ccccn1)C(=O)CCc1nnc(CCCc2ccccc2)o1 | 96 | -1.4 | 7 | 2 | 0.1 | 5 | 1 | -1 | -4 | 0
CCC(Br)C(=O)Nc1ccc(OC)cc1 (stereo not drawn) | 106 | -0.1 | 1 | -4 | 1.1 | 4 | 9 | 29 | 0 | -2

One compound at a time, from the list above.
Results for `CN1C(=O)C(O)(CC(=O)c2ccccn2)c2cc(Br)ccc21` (stereo not drawn) : DSG3 Ab inh: 120; OPRM1-OPRD1 ag: -13; MOR-DOR inv ag: 74*; Cardiac RTF inh: 2; LANA DNA inh: -1.2; Arr AP2 block: 7; cardiac RTF act: 5; Wnt act: .; V-ATPase pH: -2; Keap1-Nrf2 PPI: -2
Results for `COc1cc(NS(=O)(=O)c2ccc(C)c(C)c2)c(OC)cc1Cl` : DSG3 Ab inh: .; OPRM1-OPRD1 ag: 4.4; MOR-DOR inv ag: -22; Cardiac RTF inh: -3; LANA DNA inh: -0.1; Arr AP2 block: 1; cardiac RTF act: -4; Wnt act: -6; V-ATPase pH: 2; Keap1-Nrf2 PPI: -1

Going on with the list.
SMILES | DSG3 Ab inh | OPRM1-OPRD1 ag | MOR-DOR inv ag | Cardiac RTF inh | LANA DNA inh | Arr AP2 block | cardiac RTF act | Wnt act | V-ATPase pH | Keap1-Nrf2 PPI
Cc1ccc(S(=O)(=O)N2CCCCC2)cc1C(=O)NCc1ccccn1 | 104 | 0.3 | -1 | -27 | -0.5 | -13 | -2 | 1 | 7 | -3
O=C(Nc1cccc(-n2cnnn2)c1)c1ccc(OC(F)(F)F)cc1 | 98 | 0.4 | -2 | -6 | 0.7 | -5 | 1 | -1 | 3 | 0
C/C(=C\c1ccccc1F)C1Nc2cccc3cccc(c23)N1 | 95 | 2.9 | -18 | -9 | 3.9 | 15 | -9 | -6 | -4 | 1
COc1cccc(Oc2cc(Cl)nc(N)n2)c1 | 103 | -2.1 | 11 | -7 | 2.1 | -1 | -2 | 0 | 1 | 0
CCN(CC)CCN(C(=O)Cn1nnc(-c2ccc(C)o2)n1)C(C(=O)NC1CCCC1)c1ccc(F)cc1 (stereo not drawn) | 102 | -0.2 | 2 | -3 | 1.1 | 0 | -7 | -1 | 4 | -2
O=C(Nc1ccc(N2CCOCC2)cc1)c1cc(-n2cnnc2)ccc1Cl | . | -1.2 | 6 | 0 | 1.6 | -4 | -6 | 0 | -1 | -3
NC(=O)c1ccc[n+](Cc2ccc(-c3ccccc3)cc2)c1 | 98 | -0.6 | 3 | -4 | 0.7 | 1 | -4 | 0 | 7 | 0
O=C(CN1C(=O)c2ccccc2S1(=O)=O)c1ccccc1Cl | . | -0.6 | 4 | 2 | -2.3 | 10 | 0 | 7 | -1 | 1
Cc1csc(Nc2ccc(C(=O)O)cc2)n1 | 101 | -3.4 | 18 | 1 | -1.1 | 3 | 0 | 7 | -1 | -4
O=C(Nc1ccc(Oc2ncnc3cc(Cl)ccc23)nc1)Nc1cccc(C(F)(F)F)c1 | . | 0.1 | -1 | 2 | -0.5 | 0 | 3 | 9 | 2 | 3
O=C(Nc1ccccc1)C1CCCN(S(=O)(=O)c2ccc(-n3cnnn3)cc2)C1 (stereo not drawn) | 99 | -1.3 | 7 | 0 | -0.5 | 1 | 2 | -6 | 5 | -1
CC(=O)N1CCN(C(=O)CSc2cc(C)c(Br)cc2C)CC1 | 110 | -0.8 | 5 | -6 | 0.3 | 10 | -5 | -1 | -6 | 1
CCC1CCCCN1C(=S)Nc1ccc(S(=O)(=O)Nc2ncccn2)cc1 (stereo not drawn) | 111 | -2.0 | 8 | 2 | 0.2 | 3 | -4 | 1 | 0 | 1
COc1ccc(/C=N/NC(=O)C(=O)/C=C2\NC3(CCCC3)Cc3ccccc32)cc1 | . | 0.7 | -3 | 11 | 0.7 | 20 | -3 | 1 | 2 | 1
COCCc1ncc(CN2CCC(C(=O)Nc3ccc(-n4cccn4)cc3)CC2)cn1 | 94 | -4.2 | 22 | 6 | -1.3 | -11 | -1 | 0 | 1 | -3
COc1ccc(Cc2c(Cl)ncnc2Cl)cc1 | 95 | 0.2 | -1 | 7 | 0.9 | 27 | 3 | 0 | 0 | 1
C=COc1ccc(N2C(=O)c3ccccc3OC2C)cc1 (stereo not drawn) | 128 | -1.4 | 7 | -8 | -0.1 | -4 | 27 | -1 | -1 | -8
Cc1ccc(S(=O)(=O)NCCC(=O)NC2CCCCCC2)cc1C | . | 0.7 | -3 | -3 | 1.3 | -11 | 4 | 2 | 1 | -7
CCCCn1c(N)c(N(CCC(C)C)C(=O)C2CC(=O)N(c3ccc4c(c3)OCCO4)C2)c(=O)[nH]c1=O (stereo not drawn) | 111 | -3.0 | 17 | -11 | 0.5 | -8 | 5 | 1 | 2 | 2
CCOC(=O)Cn1c(=O)c2c(nc(Br)n2CC(=O)OCC)n(C)c1=O | 98 | -2.4 | 11 | -6 | 0.2 | 4 | -1 | . | 6 | 0
O=C(CCc1nnc(Cc2c[nH]c3ccccc23)o1)NCC1CC12CCCCC2 (stereo not drawn) | 107 | 0.1 | -1 | -11 | -2.6 | -23 | -5 | 0 | 1 | -1
COc1ccc(S(=O)(=O)N2CCN(C(=O)c3cc(-c4ccc(Br)cc4)n[nH]3)CC2)cc1OC | 83 | 1.9 | -10 | -15 | -0.3 | 0 | -4 | -4 | 2 | 2
CCOc1ccc(C2NC(=O)c3ccccc3O2)cc1OC (stereo not drawn) | 103 | -2.4 | 11 | -2 | 0.7 | -11 | 0 | -3 | -3 | 9
Cc1ccc(S(=O)(=O)/C(C#N)=C/c2c(N3CCC(C(N)=O)CC3)nc3ccccn3c2=O)cc1 | 82 | -2.5 | 13 | 3 | 0.9 | 27 | -2 | . | -3 | 0
CC1(CCc2ccccc2)NC(=O)N(CC(=O)Nc2ccc(OC(F)F)cc2)C1=O (stereo not drawn) | . | 2.1 | -9 | -8 | 0.6 | -9 | -2 | 5 | 4 | 2
COc1ccc(C2=NOC(C(=O)NCCCN3CCOCC3)C2)cc1 (stereo not drawn) | 94 | -1.0 | 5 | 0 | 0.9 | 0 | -2 | . | -2 | 0
CC(=O)CC1(C)OC(N)=C(C#N)C1(C#N)C#N (stereo not drawn) | 113 | -1.8 | 7 | 1 | 0.9 | 3 | 0 | . | 8 | -43
NS(=O)(=O)c1ccc(CCNC(=O)CSc2nc3ccccc3c3nc(CCN4CCCCC4)nn23)cc1 | 96 | 0.9 | -5 | -8 | -1.6 | 5 | 1 | 9 | 2 | -7
COc1ccc(OC)c(/C=C2\SC(N3CCCCC3)=NC2=O)c1 | 95 | -3.9 | 17 | 3 | 0.3 | -5 | -1 | 4 | -1 | -7
Cc1ccc(CC(=O)NCCS(=O)c2ccc(Cl)cc2)cc1 (stereo not drawn) | 102 | -0.3 | 1 | 0 | 0.0 | 13 | -3 | -1 | 3 | -1
Cc1ccc(S(=O)(=O)CC(=O)c2ccc(C(C)(C)C)cc2)cc1 | 112 | 0.8 | -4 | 0 | 0.4 | 5 | -9 | . | 0 | -3
COc1ccc(/C(C)=N/NC(=O)CNC(=O)Cc2ccccc2)c(OC)c1 | 107 | -2.5 | 13 | 6 | -1.4 | 1 | -2 | -1 | 2 | -5
COc1ccc(NS(=O)(=O)c2ccc3c(c2)oc(=O)n3C)cc1Cl | 98 | 1.1 | -6 | 6 | 0.6 | -12 | -8 | -2 | 0 | -1
CC(=O)c1ccc(NC(=O)C(C)N(C)CC(=O)Nc2ccccc2Cl)cc1 (stereo not drawn) | 83 | -0.4 | 2 | -9 | -1.3 | 0 | -6 | -1 | 2 | -5
CN(Cc1ccc(F)cc1)C(=O)c1cccc(OC2CCN(C3CCCC3)CC2)c1 | . | -1.9 | 9 | 1 | -1.4 | -12 | -4 | 2 | -1 | -4

Compounds as they come; 3.1% or so of the library scored in one or more.
